# KDM5B inhibitor: Primary screen for KDM5B Histone Demethylases FDH-coupled qHTS; Lysine-specific demethylase 5B (Homo sapiens), Q9UGL1; KDM5B demethylase, FDH-coupled NADH fluorescence (FDH is formaldehyde dehydrogenase); Potency, µM (doses to about 57.7 µM), inactives show at the highest dose activity change, negative = inhibition, hits mostly inhibitors; hit rate 2.6% among 220,000; AID 1347165, 2019; active = well fitted inhibition curve with a large enough effect; inconclusive = small, poorly fitted or top-dose-only effect; inactive = no such curve, though single readings can be large or run the other way; also: 0% is about no effect; nearly all actives have a fitted effect of over 70% in size
#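 KDM5BΔAP (200 nM final) in 50 mM HEPES pH 7.5, 0.01% Tween-20 was preincubated 10 min at RT with compound over a concentration range. Substrate mix (H3K4me3 12.5 µM, α-KG 25 µM, Fe²⁺, ascorbate, NAD⁺, FDH) was added, and NADH fluorescence change over 30 min gave dose-response curves.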
# * marks the source's active call; other numbers are inactive results; i = inactive; ? = inconclusive; & = joins results of further samples; [ ] = another dose, or the depositor's remark. Potency is read from the fitted curve at half-maximal effect. Some of the compounds tested; count on the stated rates, not on these rows.
SMILES,KDM5B inhibitor
Cc1ccc(OCC(=O)Nc2ccc(Cl)cc2)c([N+](=O)[O-])n1,17%
CCOc1ccccc1NC(=O)COC(=O)c1oc2ccc(Br)cc2c1C,15%
Cc1cc(C)c(NC(=O)CN2C(=O)c3cccnc3Sc3ccccc32)c(C)c1,?
CCOC(=O)c1cc2c(=O)n3ccccc3nc2n(Cc2ccco2)c1=NC(=O)c1cccc(C)c1,?
COc1ccc(C(CNC(=O)CCc2nnc(-c3ccsc3)o2)N(C)C)cc1 (stereo unspecified),13%
CCOc1ccc(-c2cc(C(=O)O)c3ccccc3n2)cc1OCC,-23%
N#Cc1ccc(C(=O)N2C[C@@H]3C[C@H](C2)c2ccc(-c4cc5ccccc5s4)c(=O)n2C3)cc1,?
CCc1ccc(NC(=O)CC2C(=O)N(c3ccc(OC)cc3)C(=O)N2Cc2ccc(OC)cc2)cc1 (stereo unspecified),-24%
CC(Sc1nnc(CCC(N)=O)n1C1CC1)C(=O)c1c[nH]c2ccccc12 (stereo unspecified),18%
Cc1ccc2nc(-c3ccc(F)cc3)c(CN3CCCC(C(N)=O)C3)cc2c1 (stereo unspecified),-39%
O=C(COC(=O)c1ccccc1OCc1ccccc1)Nc1ccc(F)cc1,1%
CCOC(=O)c1ccc(NC(=O)CCc2c(C)nc3c(c(C)nn3C(C)(C)C)c2C)cc1,?
O=C(/C=C/c1cc(Cl)cc(Cl)c1)NC1CCC(O)CC1 (stereo unspecified),-6%
CC(C)NC(=O)CC1=C2CCCCC2N(C)C1=O (stereo unspecified),-12%
CCNC(=O)c1cc(-c2cccs2)nc2ccccc12,?
COc1ccccc1-c1[nH]nc2ncc(-c3cccc(CO)c3)nc12,40µM*
CC(C)c1ccc2c(c1)NC(c1ccncc1)=NC(c1cccs1)=N2,-10%
C[C@@H]1CN(C[C@@H]2CN(C(=O)C3CCC3)C[C@@H]2CO)C[C@H](C)O1,32%
COc1ccc(-n2nc(C3CCN(Cc4ccc(C)cc4)CC3)[nH]c2=O)cc1,10%&-1%
Cc1cc(-n2cccc2)ccc1Br,-9%
Cc1nc(C)c(C(=O)N2CCC(N3C(=O)C4(CCCC4)C3c3ccccc3)CC2)s1 (stereo unspecified),19%
COc1ccc(-c2nc3sc(CCNC(=O)C(=O)Nc4cc(F)ccc4F)c(C)n3n2)cc1,-20%
COCCNC(=O)c1cc(-c2ccc3c(c2)OCCO3)nc2ccccc12,0%
O=C1CC(c2ccccc2)N(C(=O)NC2CCCCC2)CCCCCN1 (stereo unspecified),5%
COc1ccc(CNC(=O)Nn2cnc3ccccc32)cc1OC,13%

# The closing 7 records of the part above are carried over, then new ones follow.
SMILES,KDM5B inhibitor
COc1ccc(-n2nc(C3CCN(Cc4ccc(C)cc4)CC3)[nH]c2=O)cc1,10%&-1%
Cc1cc(-n2cccc2)ccc1Br,-9%
Cc1nc(C)c(C(=O)N2CCC(N3C(=O)C4(CCCC4)C3c3ccccc3)CC2)s1 (stereo unspecified),19%
COc1ccc(-c2nc3sc(CCNC(=O)C(=O)Nc4cc(F)ccc4F)c(C)n3n2)cc1,-20%
COCCNC(=O)c1cc(-c2ccc3c(c2)OCCO3)nc2ccccc12,0%
O=C1CC(c2ccccc2)N(C(=O)NC2CCCCC2)CCCCCN1 (stereo unspecified),5%
COc1ccc(CNC(=O)Nn2cnc3ccccc32)cc1OC,13%
CCC1c2nccn2CCCN1C(=O)COc1ccc(F)cc1 (stereo unspecified),-7%
O=C(N[C@H]1[C@H]2CCO[C@H]2[C@@H]1N1CCCCC1)c1ccccc1-c1nn[nH]n1,-9%
CCC(=O)N1C[C@@H]2CCCN3CCC[C@@H]([C@H]23)[C@H]1CCCC(=O)NCC1CC1,?
O=C(Cn1nc2c(cc1=O)CCCCC2)NCCc1ccccn1,?
O=C(Cn1nnc(-c2ccc(F)cc2)n1)N1N=C(c2cccs2)CC1c1cccs1 (stereo unspecified),?
Fc1ccc(-c2csc3ncnc(Sc4nnc(C5CC5)o4)c23)cc1,-6%
O=C(Cc1ccc(N(Cc2ccccc2)C(=O)c2ccco2)cc1)NCc1ccco1,-17%
COC(=O)c1ccc(/C=C2/SC(=S)N(CCCC(=O)Nc3ccc(O)cc3)C2=O)cc1,-9%
CC(C)N(C)S(=O)(=O)N(C)CC1COc2ccccc2O1 (stereo unspecified),13%
NS(=O)(=O)c1ccc(N/N=C/c2ccc(Cl)cc2)c([N+](=O)[O-])c1,-1%
COCC(=O)N1C[C@@H](COc2cccnc2)[C@H](c2ccccn2)C1,24%
CC(=O)NCC(=O)N1Cc2ccccc2CC2(CCCN2CC2CCNCC2)C1 (stereo unspecified),12%[115 µM]
CC1(C)CC(=O)C2=C(C1)N(N1CCOCC1)C(N)=C(C#N)C2c1ccccc1Cl (stereo unspecified),15%
CCCCCSc1nc2c(c(=O)[nH]c(=O)n2C)n1C,22%
Cc1ccc(C(=O)Cn2nnc3ccccc32)cc1[N+](=O)[O-],3%
C=CCNC(=O)c1cc(=O)[nH]c2ccc(S(=O)(=O)N(CC)CC)cc12,-12%
CN1CCC(Cc2ccc(C(=O)NCC3CCCCC3)cc2)CC1,?
Cc1cc(C)cc(NC(=O)N2CCc3cc(S(=O)(=O)N4CCC(C)CC4)ccc32)c1,7%
Cc1ccc(-c2nn(-c3ccc(F)cc3F)c3c2cnc2c(F)cccc23)cc1,-15%
CC1CCCCC1NC(=O)C1CC1C (stereo unspecified),11%
Cc1ccc(S(=O)(=O)NCCC(=O)Nc2nccs2)cc1C,15%
N#Cc1cccnc1NCc1cccc(NC(=O)c2ccncc2)c1,?
O=C(c1cccs1)N1CCC(N[C@H](c2ccccc2)C2CC(O)C2)CC1 (stereo partly specified),10%
CC(C)(C)c1ccc(C(=O)Nc2nnc(C3=COCCO3)o2)cc1,?
O=C(c1cc2ccccc2o1)N(Cc1ccc(F)cc1)C1CC1,-13%
# Additional records
SMILES,KDM5B inhibitor
CCN(CC)Cc1c(O)ccc2cc(-c3nc4ccccc4n3C)c(=O)oc12,i
COC(=O)CCNC(=O)c1ccc(-c2ccccc2)cc1,19%
Cn1c(-c2ccccc2)n[nH]c1=S,7%
O=C(NCc1cccnc1-n1cccn1)c1ccc(-c2ccc(Cl)cc2)s1,?
c1ccc2c(-c3csc(NC4CCCC4)n3)c[nH]c2c1,-14%
COc1cccc(Cn2c(Cc3c[nH]c4ccccc34)n[nH]c2=O)c1,14%
O=C(c1ccccn1)N1CCC(c2n[nH]c(=O)n2Cc2ccc(F)cc2)CC1,-16%
Cc1ncsc1C(=O)/C=C/c1ccc(F)c(F)c1,?
CC(=O)c1ccc(NS(=O)(=O)c2cccc(S(=O)(=O)c3ccc(Cl)cc3)c2)cc1,?
CN1C(=O)Cc2cc(S(=O)(=O)CCC(=O)Nc3cccc(C(F)(F)F)c3)ccc21,-18%
O=C(N/N=C/c1cccs1)c1ccccc1Br,-12%
COc1ccc(-c2cc3c(=O)n(CCNC(=O)c4cccc(OC)c4OC)ccn3n2)cc1,25µM*
COc1ccc(OC)c(C(=O)NC2CCCC2)c1,17%
N#C/C(=C/c1ccccc1C=O)c1nc2ccccc2s1,1%
CC(C)C(=O)NCC(C)(C)CNC(=O)C(C)C,23%
Cc1oc2ncn(C)c(=O)c2c1C(=O)Nc1ccc(F)cc1,8%
CSc1nc(=O)c2c(n1C)NC(=O)CC2c1ccccc1OC(C)C (stereo unspecified),10%
Cn1c(=O)c2c(nc(NCCOCCO)n2Cc2ccccc2Br)n(C)c1=O,4%
COc1ccc(CCNC(=O)C2=C(C)C(=O)OC23CCCCC3)c(OC)c1OC,-14%
CCNC(=O)c1n[nH]c2c1CN(C(=O)c1ccc(OC(F)(F)F)cc1)CC2,-4%
Cc1c(-c2ccccc2)oc2c(C(=O)N3CCCN(CC(=O)NC(C)(C)C)CC3)cccc2c1=O,13%
O=C(NC(Cc1ccccc1)C(=O)O)c1cccc(C(F)(F)F)c1 (stereo unspecified),7%
Cc1cccc(C(=O)NC(C)c2ccc(-c3ccccc3)cc2)c1 (stereo unspecified),7%
CN(C)c1ccc(C(=O)/C=C/c2ccncc2)cc1,-12%
Cn1nnc(NC(=S)NC(=O)c2cc3ccccc3o2)n1,-9%
# (further entries)
SMILES,KDM5B inhibitor
O=C(Cc1ccccc1)NCCc1c[nH]c2ccccc12,17%
Cc1ccc(-n2cccc2CC(=O)N2CCCC(C)C2)cc1 (stereo unspecified),?
O=C(NCc1cccc(-c2ccccc2)c1)C1CC(=O)N(C2CC2)C1 (stereo unspecified),-21%
CCOc1ccc(NC(=O)COc2ccc(Cl)cc2Cl)c2cccnc12,7%
CCC(=O)N1CCN(c2ccccc2NC(=S)NC(=O)c2ccco2)CC1,-13%
COc1ccc(CCC(=O)N2CCN(c3nnc4ccc(Cl)cn34)CC2)cc1,?
O=C(CN(Cc1ccccc1Cl)C(=O)CNS(=O)(=O)c1ccc(F)cc1)NCC1CCCO1 (stereo unspecified),21%
COC(=O)c1nn(-c2ccc(F)cc2)ccc1=O,9%
Cn1ccc2c(C(=O)Nc3nnc(C4CC4)s3)cccc21,?
Cc1noc(C)c1-c1cc(-c2cccc(CO)c2)cn2cncc12,35µM*
CCN(CC)C(=O)CSc1nc2cc3c(cc2c(=O)n1Cc1ccc(C(=O)NCCc2ccc(OC)c(OC)c2)cc1)OCO3,3%
O=C(NCc1ccccc1Cl)C(=O)Nc1ccc2cc[nH]c2c1,-20%
Cc1oc2cc(OCC(N)=O)ccc2c(=O)c1Oc1ccccc1Br,9%
CCOC(=O)c1cn(CC)c2cc(F)c(F)cc2c1=O,18%
CC(=O)N1CCOc2ccc(CCC(=O)N3CCN(C4CCCCC4)CC3)cc2C1,?
Cc1ccccc1CN1CCC(CNC(=O)c2cc3ccc4cccnc4c3[nH]2)CC1,-12%
COc1ccc(-c2cc(OC(=O)c3ccccc3Cl)c3c(C)oc(C)c3c(=O)c2)cc1OC,5%
CC(/C=C/C=C/c1ccccc1)=N\NC(=O)C1CC1c1ccc(C(C)(C)C)cc1 (stereo unspecified),-7%
CN1C(=O)C(c2ccccc2)CC12CCN(C(=O)CN1CCCC1)CC2 (stereo unspecified),25µM*
CN(C)C[C@@H]1CN(c2ncccn2)C[C@H]1NC(=O)c1cccc(Cl)c1,28µM*
O=C(/C=C/c1ccc(-c2cc(Cl)ccc2Cl)o1)c1ccc(Cl)cc1,0%
CCOC(=O)c1c(S(=O)(=O)N2CCCCC2)nn(C)c1C,7%
Cc1ccc(S(=O)(=O)NCc2ccc(C(=O)N3CCN(c4cccc(C)c4C)CC3)cc2)cc1,5%
CC(C)CN1CCOC[C@H](Oc2ccc(C(F)(F)F)cc2)C1,-25%[86.2 µM]
Cc1cc(SCc2cccc(F)c2)c2ccccc2n1,17%

# Sorted by molecular weight (smallest number first): some entries from above.
SMILES,KDM5B inhibitor
Cc1cc(SCc2cccc(F)c2)c2ccccc2n1,17%
Cc1noc(C)c1-c1cc(-c2cccc(CO)c2)cn2cncc12,35µM*
O=C(NCc1ccccc1Cl)C(=O)Nc1ccc2cc[nH]c2c1,-20%
CN(C)C[C@@H]1CN(c2ncccn2)C[C@H]1NC(=O)c1cccc(Cl)c1,28µM*
O=C(/C=C/c1ccc(-c2cc(Cl)ccc2Cl)o1)c1ccc(Cl)cc1,0%
CC(/C=C/C=C/c1ccccc1)=N\NC(=O)C1CC1c1ccc(C(C)(C)C)cc1 (stereo unspecified),-7%
COc1ccc(CCC(=O)N2CCN(c3nnc4ccc(Cl)cn34)CC2)cc1,?

# Next entries
SMILES,KDM5B inhibitor
CCc1nc(NCCN2CCOCC2)c(C#N)c2c1CCCC2,-23%
O=C(CCn1cccn1)N[C@@H]1CN(Cc2ccccc2)C[C@H]1CO,14%
COC(=O)C1=CN(CC(=O)Nc2ccc(C)cc2Cl)S(=O)(=O)N=C1C,-12%
Cc1ccccc1-c1cnc2[nH]cc(CC(=O)Nc3ccccn3)c2c1,?
CC(C)c1cnc2c(c1SCC(=O)Nc1ccc(OC(F)(F)F)cc1)c(=O)n(C)c(=O)n2C,-9%
Cc1oc(-c2cccs2)nc1C(=O)NCCN1CCOCC1,-30%
Cc1ccccc1C(=O)Nc1ccc2c(c1)nc(CCn1ccccc1=O)n2C,5%
CC(C)c1ccc(NC(=O)Cn2c(=O)n(CC3CCC(C(=O)NCCc4ccccc4)CC3)c(=O)c3ccccc32)cc1 (stereo unspecified),-3%
S=C(NCCCc1ccccc1)Nc1ccc(Br)cc1Cl,-5%
CC(C)CNC(=O)c1cc(-c2ccncc2)nc2ccccc12,22%
COc1ccc(CCNC(=O)c2nc(SCc3ccc(F)cc3)ncc2Cl)cc1OC,-32%
Cn1nc(C(=O)OCC(=O)Nc2ccc(OC(F)F)cc2)c2ccccc2c1=O,8%
COc1ccc(CCCN)cc1,-16%
Cc1ccc(CCNC(=O)Cn2nc3n(c2=O)CCC(N)CC3)cc1 (stereo unspecified),-24%
CCNc1c(NC(=O)Nc2ccccc2F)c(=O)oc2ccccc12,7%
Cc1ccc(OCC(=O)OCc2cc(=O)n3nc(-c4cccs4)sc3n2)cc1,6%
Cc1ccc(C(=O)OC(C)C(=O)NC(=O)NC2CC2)c(O)c1 (stereo unspecified),17%
CC(=O)c1ccc(NC(=O)N[C@H]2CO[C@H]3[C@@H]2OC[C@@H]3n2nnnc2-c2ccc(N(C)C)cc2)cc1,?
O=C(NCc1ccc2c(c1)OCO2)c1nc(-c2cc(Cl)cc(Cl)c2)c2ccccn12,14µM*
CN(C)C(=O)c1ccc(-c2ccccc2S(=O)(=O)NC(C)(C)C)s1,-19%
O=C(O)c1cc(Br)ccc1Cl,-3%
COc1ccccc1CNC(=O)COC(=O)CC1CC2CCC1C2 (stereo unspecified),0%

# Bioassay records (PubChem BioAssay)
